# AMA1 RON2 block: disrupts binding of P. falciparum AMA1 to RON2. AlphaScreen AMA1-biotinylated RON2 peptide binding. Potency, µM (doses to about 58.2 µM), for inactives: at the top dose activity change, negative = inhibition, actives largely listed as inhibitors. 360,000 tested, 0.2% active;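 note: potency is the fitted concentration of half-maximal effect; 0% = vehicle wells and -100% = peptide control; nearly all actives have a fitted effect of over 45% in size; some results filed as inactive show a strong effect at the top dose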
#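 AMA1 (3D7) with his tag at 25 nM final met compounds first, then biotinylated RON2 peptide at 25 nM; detection used donor plus acceptor beads, 10 µg/mL apiece, read by AlphaScreen after 30 min at room temperature.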
# HCMV antiviral: human cytomegalovirus inhibition; HFF cells, HCMV-luciferase reporter, 72 h; active compounds read low; activity change, negative = inhibition, % at 57.5 µM; 410,000 tested, 4.5% active; AID 1259415; in the data active = activity change below about -60%; inconclusive = no clear call, values can overlap the other calls; inactive = above about -39%
#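 Human foreskin fibroblasts infected with luciferase-reporter HCMV at MOI 1 PFU/cell, compounds at two doses. Luciferase measured 72 h post infection; normalized to buffer-only basal and Salinomycin (10uM) controls.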
# Sm TGR inh: S. mansoni TGR enzyme inhibition; Q962Y6; purified TGR, DTNB reduction, TNB absorbance 405 nm; Potency, µM (top dose mostly 114 µM), inactives show top-dose activity change, negative = inhibition, hits mostly inhibitors; AID 485364; 360,000 tested, 3% active; note: potency is the fitted concentration of half-maximal effect; nearly all actives have a fitted effect of over 60% in size
#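 First, TGR (20 nM dispensed) and NADPH were mixed with compound. Second, a 15 min room-temperature incubation followed. Third, further NADPH and then DTNB were added to start the reaction. Finally, TNB absorbance was monitored kinetically.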
# Giardia FBPA inh: blocks Giardia fructose-bisphosphate aldolase activity. A8B2U2. purified Giardia FBPA. Potency, µM (top dose mostly 59.6 µM), for inactives: top-dose activity, negative = inhibition, actives largely listed as inhibitors. 290,000 tested, 0.71% active. AID 2451; note: potency is the fitted concentration of half-maximal effect; nearly all actives have a fitted effect of over 55% in size
# Target sequence (A8B2U2 whole entry, looked up): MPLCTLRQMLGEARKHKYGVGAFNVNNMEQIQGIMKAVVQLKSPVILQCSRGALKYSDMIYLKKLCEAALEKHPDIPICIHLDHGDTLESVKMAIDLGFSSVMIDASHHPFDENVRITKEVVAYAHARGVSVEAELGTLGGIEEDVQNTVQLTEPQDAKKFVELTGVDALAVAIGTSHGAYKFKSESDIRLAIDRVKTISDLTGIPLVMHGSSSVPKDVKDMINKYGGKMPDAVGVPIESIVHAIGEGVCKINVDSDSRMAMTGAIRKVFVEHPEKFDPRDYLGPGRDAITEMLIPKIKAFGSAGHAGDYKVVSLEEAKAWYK
#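 Giardia FBPA (40 nM reagent) was preincubated 10 min at RT with compound (up to 57.5 uM final), then substrate plus GAPDH/TPI/NAD/arsenate coupling system with diaphorase/resazurin was added; resorufin fluorescence (525/598 nm) was read after 20 min.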
# AmpC inh detg: AmpC beta-lactamase inhibition with detergent present; P00811; AmpC hydrolysis of nitrocefin, absorbance 480 nm, 0.01% Triton; Potency, µM (titrated, usually from 114 µM), inactives show at the highest dose activity change, negative = inhibition, most hits filed as inhibitors; 370,000 tested, 0.041% active;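 note: potency is the fitted concentration of half-maximal effect; 0% = no-compound wells and -100% = no-enzyme wells; nearly all actives have a fitted effect of over 25% in size; some results filed as inactive show a strong effect at the top dose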
# Target sequence (P00811 whole entry, looked up): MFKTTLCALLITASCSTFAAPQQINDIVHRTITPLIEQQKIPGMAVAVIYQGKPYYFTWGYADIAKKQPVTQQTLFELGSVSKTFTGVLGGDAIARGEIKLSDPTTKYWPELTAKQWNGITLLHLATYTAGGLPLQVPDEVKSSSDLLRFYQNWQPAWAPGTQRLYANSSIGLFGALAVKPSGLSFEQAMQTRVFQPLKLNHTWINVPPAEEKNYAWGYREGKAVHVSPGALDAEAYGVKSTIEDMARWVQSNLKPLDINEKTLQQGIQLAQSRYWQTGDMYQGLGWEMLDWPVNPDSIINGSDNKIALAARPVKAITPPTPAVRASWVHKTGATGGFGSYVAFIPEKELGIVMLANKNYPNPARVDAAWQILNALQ
#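 AmpC (5.3 nM in the dispensed reagent) in 20 mM phosphate pH 7.0 with 0.01% (detergent screen) or 0.0001% Triton X-100 was preincubated with compounds for 15 min at room temperature. Nitrocefin was then added from an 800 uM solution, and hydrolysis was followed at 480 nm.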
# HCV inh: inhibitors of hepatitis C virus infection; Huh7.5.1 HCVcc-Cre infection, luciferase reporter, 44 h; Potency, µM (series often up to 41.8 µM), for the others: at the top dose activity change, negative = inhibition, most hits filed as inhibitors; 340,000 tested, 3.4% active; AID 651820; note: potency is the fitted concentration of half-maximal effect
#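 After 44 h co-culture of compound, cells and HCVcc-Cre (~0.5 moi), substrate is added for 15 min at room temperature and luciferase measured over 15 sec. Cells were seeded at 1,000/well and pre-cultured 4 h.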
# * = called active by the depositor; u = inconclusive; x = no result given; [ ] = dose if it differs, or a comment. Unless noted, calls come from the whole dose curve; as a rule, active = well fitted curve in the direction sought with a large enough effect; inconclusive = small, poorly fitted or top-dose-only effect, or another doubt; inactive = no such curve, though single readings can be large; an effect the other way counts as inactive or inconclusive. Unless noted, % is set by controls: 0 for no effect and ±100 for the full control effect.
SMILES,AMA1 RON2 block,HCMV antiviral,Sm TGR inh,Giardia FBPA inh,AmpC inh detg,HCV inh
C=C(C)c1cccc(C(C)(C)NC(=O)N2CCN(CC)CC2)c1,8%,36,1%,0%,2%,3%
COc1ccc(NC(=O)Cn2nnc(C(=O)NCc3cccs3)c2N)cc1Cl,1%,-21,-15%,-4%,u,5%
Cc1cc(Br)ccc1NS(=O)(=O)c1c(C)[nH]c(=O)[nH]c1=O,1%,-37,11%,11%,-4%,-4%
Cc1ccccc1Nc1sc(C(=O)Nc2cccc(Cl)c2)c(N)c1C(N)=O,3%,-10,-10%,-6%,0%,-8%
O=C(COC(=O)C(Cc1c[nH]c2ccccc12)NC(=O)c1ccc(Br)cc1)c1ccc(Cl)cc1 (stereo unspecified),x,0,5%,x,-1%,x
CC(NC(=O)CN1C(=O)NC(C)(c2cccc3ccccc23)C1=O)c1ccccc1 (stereo unspecified),1%,-11,-2%,4%,u,u
CCCOc1ccc(N2C(=O)CC(S/C(N)=N/N=C(\C)c3cccs3)C2=O)cc1 (stereo unspecified),17%,8,-25%,2%,-13%,3%
Cc1ccc(-c2nn(-c3cccc(F)c3)cc2CN(Cc2nccn2C)C(C)C)o1,4%,u,20µM*,-3%,-2%,-9%
CCc1cccc(CC)c1NC(=O)c1cc(CN2C(=O)c3ccccc3C2=O)ccc1OC,11%,10,-1%,-2%,u,u
CCOc1ccc(N(C)S(=O)(=O)c2ccc3c(c2)CCCN3C(C)=O)cc1,x,-18,6%,x,3%,x
CCN(CC)CCN(CC(=O)N(C1CCCCC1)C1CCCCC1)C(=O)c1ccco1,-6%,29,-24%,u,-4%,18%
Cc1nnc(NC(=O)CSc2nnc(CCNC(=O)c3ccccc3F)n2C)s1,16%,-3,1%,-19%,1%,11%
O=C(CSc1ccc2ccccc2n1)NCCC1=CCCCC1,1%[11.6 µM],u,-4%,2%,-5%,18%
NC(=O)NC(Cc1ccccc1)C(=O)N1CCN(S(=O)(=O)c2ccc(Cl)cc2)CC1 (stereo unspecified),5%,-10,-13%,x,u,4%
CN1CCN(C(=O)/C(=C/c2ccc(N(C)C)cc2)NC(=O)c2ccccc2)CC1,-8%,-20,2%,x,8%,-2%
COc1ccc(CC(=O)OCC(=O)NCc2ccc3c(c2)OCO3)cc1OC,7%,16,x,x,x,9%
CC(Cl)C(=O)Nc1cc(C(F)(F)F)ccc1N1CCOCC1 (stereo unspecified),-3%,47,1%,3%,5%,1%
CC(=O)c1cccc(Nc2ncnc3c2cnn3-c2cccc(Cl)c2)c1,x,18,2%,x,6%,x
O=S(=O)(Nc1ccccc1)c1ccc2c(c1)CCO2,-12%,10,1%,0%,-13%,3%
CCCc1nn(C)c(C(=O)Nc2ccc(C(C)(C)C)cc2)c1Cl,10%,-38,-2%,-8%,u,-14%
Cc1nn(C)c(C)c1CNC(=O)Nc1cccc(Cl)c1,-17%,23,1%,0%,1%,3%
COC(=O)Nc1nn(-c2ccc(C)cc2)c(=O)c(C#N)c1C,0%,-21,1%,-3%,5%,30%
COCCNC(=O)c1ccc(CS(=O)(=O)c2ccc(OC)cc2)o1,27%,-3,-32%,1%,1%,3%
CCOC(=O)c1ccc(NC(=O)NC2CCN(CC(=O)NCc3ccc4c(c3)OCO4)CC2)cc1,-29%,-1,6%,17%,-12%,-16%
CCOc1ccccc1CN1C(=O)c2ccccc2C1C(=O)NC1CCCCCC1 (stereo unspecified),x,-5,1%,x,5%,x
CC(=O)c1cccc(NC(=O)C2CC(=O)N(c3ccc4c(c3)OCCO4)C2)c1 (stereo unspecified),-1%,-7,-1%,x,-3%,u
CCN(CC)Cc1c(C(=O)N/N=C/c2cccnc2)nnn1-c1nonc1N,11%,-24,5%,-1%,-1%,19%
COc1ccc(C2=C(SC)CC2=NC(C)(C)C)cc1,2%,13,-31%,-3%,-1%,27%
Cc1ccc2ccc[n+](Cc3ccccc3)c2c1,20%,-82*,-3%,x,-12%,u
Clc1ccc(-c2cnc3ccccc3n2)cc1,11%,94,-2%,0%,-7%,13%
CCN=C1SC(CC(=O)Nc2ccc(C(F)(F)F)cc2)C(=O)N1CC (stereo unspecified),0%,8,0%,-5%,1%,-6%
O=C(Nc1ccc(N2CCN(C(=O)c3ccc(Cl)cc3)CC2)cc1)c1ccc(Br)o1,-9%,u,-8%,-9%,-13%,u
O=C1CN(C(=O)COC(=O)c2ccc(Cl)cc2)c2ccccc2N1,-5%,-16,7%,x,-12%,2%
O=C(O)CCCC(=O)N1CCN(c2ncccn2)CC1,16%,15,13%,1%,-3%,32%[activator]
COc1ccc(-c2noc(CSCC(=O)Nc3cccc(C(F)(F)F)c3)n2)cc1OC,x,-5,-1%,x,-2%,x
COCCN(C(=O)CNC(=O)c1ccco1)C(C(=O)NC1CCCC1)c1cccs1 (stereo unspecified),-6%,-36,-26%,5%,u,3%
C[C@@H](O)C1NC(=O)[C@H](CCCCN)NC(=O)c2cc([N+](=O)[O-])cc(I)c2OCC[C@@H](C(N)=O)NC1=O (stereo partly specified),23%,-13,-4%,7%,u,-12%[8.37 µM]
CCc1cccc(OCC(O)Cn2c(N3CCCCC3)nc3c2c(=O)[nH]c(=O)n3C)c1 (stereo unspecified),-5%,-15,-2%,6%,1%,u
CC1=C(C(=O)NCc2cccc(F)c2)C2(CCCCCC2)OC1=O,x,0,-6%,x,2%,x
CCNC(=O)C12CCC(C)(c3nc4cc(C)c(C)cc4nc31)C2(C)C (stereo unspecified),0%,27,x,0%,0%,u
Nc1ccc(SCc2nc3cccc4c3n2CCC4)cc1,-7%,140,-14%,-19%,-7%,-9%
COc1ccc(NC(C)=O)cc1CNC(=O)COc1ccccc1C(=O)Nc1cccc(C)c1C,-3%,22,-2%,20%,-16%,10%
Cc1cc(Br)c(NC(=O)c2ccccc2[N+](=O)[O-])cc1C,-17%,-39,-3%,0%,-5%,-23%
COc1cc2ncnc(Nc3ccc4c(c3)OCO4)c2cc1OC,-5%,-14,-15%,-3%,-10%,-17%
Cc1nn(Cc2ccc(F)cc2)c(C)c1NC(=O)CCCn1nc([N+](=O)[O-])cc1C,-6%,-12,43%[activator],5%,3%,-3%
CCOC(=O)c1ccc(Oc2nc(NC(C)(C)C)nc(N(C)C)n2)cc1,-5%,-17,-28%,-3%,5%,u
CC(=O)c1ccc(N2CCN(C(=S)Nc3cc(C)ccc3C)CC2)cc1,7%[11.6 µM],-6,-2%,6%,-1%,5%
CCc1ccc(NCc2cc3cc4c(cc3n(CC(=O)Nc3ccc(Cl)cc3)c2=O)OCO4)cc1,x,52,u,x,14%,x

# A draw from above in order of heavy-atom count, highest first.
SMILES,AMA1 RON2 block,HCMV antiviral,Sm TGR inh,Giardia FBPA inh,AmpC inh detg,HCV inh
COc1ccc(CC(=O)OCC(=O)NCc2ccc3c(c2)OCO3)cc1OC,7%,16,x,x,x,9%
COCCNC(=O)c1ccc(CS(=O)(=O)c2ccc(OC)cc2)o1,27%,-3,-32%,1%,1%,3%
C=C(C)c1cccc(C(C)(C)NC(=O)N2CCN(CC)CC2)c1,8%,36,1%,0%,2%,3%

# Some entries already given with just HCV inh:
compound,HCV inh
COc1cc2ncnc(Nc3ccc4c(c3)OCO4)c2cc1OC,-17%
Cc1nn(Cc2ccc(F)cc2)c(C)c1NC(=O)CCCn1nc([N+](=O)[O-])cc1C,-3%
CCOC(=O)c1ccc(Oc2nc(NC(C)(C)C)nc(N(C)C)n2)cc1,u

# (further entries)
SMILES,AMA1 RON2 block,HCMV antiviral,Sm TGR inh,Giardia FBPA inh,AmpC inh detg,HCV inh
CCCCN=C1CC(C)(C)CC(=O)/C1=C(/O)CCC,10%,30,2%,13%,3%,u
CC(C)Oc1ccc(CNC(=O)c2cccc(NC(=O)N3CCSc4ncccc43)c2)cc1,x,u,-4%,x,-3%,x
CC1(c2ccccc2)NC(=O)N(CC(=O)Nc2nc(-c3ccccn3)cs2)C1=O (stereo unspecified),-3%,4,0%,x,-14%,u
CCn1c(C)cc(C(=O)COC(=O)c2cccnc2SC)c1C,u,-26,x,x,x,-5%
COC(=O)c1ccc(Cn2cnc3c(cnn3-c3ccc(Cl)cc3)c2=O)o1,-24%,6,-1%,0%,-9%,u
Cc1ccc2[nH]c(C)c(/C=C/c3cc[n+](C)cc3)c2c1,-10%,-100*,-22%,-1%,-11%,u
COc1ccc(C(=O)Nc2nc(-c3nnn(-c4ccc(C(C)C)cc4)c3C)ns2)cc1,x,u,3%,x,-4%,x
Cc1ccccc1NS(=O)(=O)c1ccc(C)c(NS(C)(=O)=O)c1C,-4%,84,1%,1%,u,14%
NS(=O)(=O)c1ccc(CCNC(=O)CNCCc2ccc(C(F)(F)F)cc2)cc1,-18%,-61*,-19%,-26%,-13%,u
Cc1cccc(Oc2ccc3c(c2)cc(C(=O)O)n3C)c1,-2%,28,64%[activator],8%,5%,5%
COCCn1c(SCC(=O)c2c(N)n(C3CC3)c(=O)[nH]c2=O)nc2ccccc21,-7%,5,1%,x,-5%,10%
Cc1ccc(-n2nc3c(c2NC(=O)CC(C)C)CS(=O)(=O)C3)c(C)c1,10%,4,-22%,10%,-13%,5%
CCNc1nc(SC)nc(N(C#N)CC(=O)OC)n1,10%,43,-19%,2%,3%,10%
Cn1cc(CCC(=O)N2CCCC(N3CCN(c4ccccc4F)CC3)C2)cn1 (stereo unspecified),-3%,11,-2%,x,2%,6%
CNC(=O)c1c(NC(=O)c2ccco2)sc2c1CCC2,0%,0,32µM*,x,0%,11µM*
CCn1cc(C(=O)c2cccs2)c2ccccc21,14%,13,-8%,-6%,-3%,u
Cc1ccc(NC(=S)/C(=C(\[O-])c2ccc(F)cc2)[n+]2ccccc2)cc1,16%,-73*,-20%,-13%,-3%,-11%
NC(=O)CSc1nnc(-c2ccccc2Br)n1-c1cccc(C(F)(F)F)c1,-21%,-15,-10%,-26%,-5%,38%[activator]
CCOc1cc2[nH]c(=O)n(Cc3ccc(C(=O)NCCCN4CCC(C)CC4)cc3)c(=O)c2cc1OCC,-10%,-64*,3%,0%,0%,u
COc1ccc(C(=O)NC(=S)Nc2cccc3cc(O)ccc23)cc1OC,29%,41,u,x,-6%,-10%
CC(C)C[C@H](N)C(=O)N1CCC(C(=O)N[C@H](C(=O)NCc2ccc(F)cc2)C(C)C)CC1,-4%,-26,1%,u,1%,-10%
CS(=O)(=O)N(CC(=O)N1CCCCC1)Cc1ccccc1,44%[activator],16,-2%,7%,-5%,8%
O=C(CSc1nnc(COc2ccc(Cl)cc2)o1)NC1CC2CCC1C2 (stereo unspecified),0%,-8,8%,13%,-4%,1%
O=C(CN1C(=O)c2ccccc2C1=O)NCC1CCCO1 (stereo unspecified),1%,-6,-10%,1%,-5%,-5%

# Compound activity deposited in PubChem by National Center for Advancing Translational Sciences (NCATS).
